Source: PubChem (Sanford-Burnham Center for Chemical Genomics)
SENP7 block: SENP7 protease inhibition; Q9BQF6; recombinant SENP7, Z-RLRGG-aminoluciferin luminescence, 40 min; inhibition, % at 5 µM; 330,000 compounds, 1.5% hits;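 active = inhibition above about 50% at the single test dose, limit read from the data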;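 also: plate controls were DMSO with enzyme for no effect and no enzyme buffer wells for full effect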
SENP8 block-1: blocks the human protease SENP8. inhibition, % at 10 µM. AID 2540. 330,000 compounds, 1.2% hits. purified SENP8, Z-RLRGG-aminoluciferin cleavage, luminescence. Q96LD8; in the data active = inhibition above about 50%
Target sequence (Q96LD8 whole entry, looked up): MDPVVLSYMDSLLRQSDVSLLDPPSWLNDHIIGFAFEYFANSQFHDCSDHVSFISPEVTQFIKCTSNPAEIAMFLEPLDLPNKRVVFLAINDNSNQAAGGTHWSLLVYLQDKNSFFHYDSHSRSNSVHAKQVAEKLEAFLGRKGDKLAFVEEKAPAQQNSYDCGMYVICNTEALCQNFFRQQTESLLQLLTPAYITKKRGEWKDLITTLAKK
SENP6 inh: SENP6 protease inhibition; 330,000 compounds, 1.8% hits; Q9GZR1; inhibition, % at 10 µM; AID 2599; Recombinant SENP6 catalytic domain, aminoluciferin luminescence;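 active = inhibition above about 50% at the single tested dose, limit read from the data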;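 also: plate controls were DMSO wells with enzyme for no effect and DMSO wells lacking enzyme for full effect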
Target sequence (Q9GZR1 628-1112 limits assumed): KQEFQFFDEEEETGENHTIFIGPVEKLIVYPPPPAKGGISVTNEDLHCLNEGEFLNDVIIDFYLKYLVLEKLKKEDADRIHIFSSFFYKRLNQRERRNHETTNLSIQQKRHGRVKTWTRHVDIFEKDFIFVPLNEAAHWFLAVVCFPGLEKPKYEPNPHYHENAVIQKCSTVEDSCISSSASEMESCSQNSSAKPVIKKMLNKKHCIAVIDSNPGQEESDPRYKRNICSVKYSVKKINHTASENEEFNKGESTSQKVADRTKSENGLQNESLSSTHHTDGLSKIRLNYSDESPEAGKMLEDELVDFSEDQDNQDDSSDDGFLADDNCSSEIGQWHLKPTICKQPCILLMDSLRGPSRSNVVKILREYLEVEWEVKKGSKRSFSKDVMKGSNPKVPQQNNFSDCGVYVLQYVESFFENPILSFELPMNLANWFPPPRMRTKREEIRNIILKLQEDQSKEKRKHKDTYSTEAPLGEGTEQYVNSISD
SENP8 block-2: blocks human SENP8 cleavage of Nedd8 substrate | Q96LD8 | recombinant SENP8, Nedd8 substrate fluorescence | inhibition, % at 20 µM | 360,000 compounds, 0.64% hits | AID 602440; in the data active = inhibition mostly above about 40%, no sharp cut-off; inactive = mostly below about 27%
HKDC1 inh: inhibitors of human hexokinase HKDC1. Q2TB90. inhibition, % at 20 µM. 340,000 compounds, 0.16% hits. recombinant HKDC1, G6PDH/diaphorase resazurin coupled fluorescence. AID 493160;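 active = inhibition above about 35% when tested at 20 µM, limit read from the data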;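 also: plate controls were DMSO wells with enzyme for no effect and DMSO wells lacking enzyme for full effect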
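Assay system: recombinant HKDC1 hexokinase; detection: coupled resazurin fluorescence, excitation 525 nm, emission 613 nm; benchmarks: DMSO-plus-enzyme-mix negative control, buffer-substituted positive control; compound dosing: single 20 µM dose; schedule: 90 min at room temperature in dark; also added: glucose plus 1 mM ATP as hexokinase substrates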
PfG6PD inh: PfG6PD (Plasmodium falciparum) enzyme inhibition. PfGluPho enzyme, NADPH resazurin-diaphorase fluorescence. 350,000 compounds, 0.78% hits. inhibition, % at 20 µM;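 active = inhibition reaching at least a set limit at 20 µM in the primary screen, cut at about 59% in these data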;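 also: 0% = DMSO wells with substrate and 100% = DMSO wells lacking glucose-6-phosphate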
SENP1 FRET inh: SENP1 (human) catalytic domain inhibition | recombinant SENP1 catalytic domain, CyPet-SUMO1-YPet FRET cleavage | 360,000 compounds, 0.21% hits | inhibition, % at 10 µM | Q9P0U3;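 active = inhibition at least 30% at 10 µM, raw YFP signal under a set limit, fluorescence ratio 0.5 to 1.5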;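 also: 0% = enzyme with DMSO and 100% = no enzyme wells; some results filed as inactive read as strong as hits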
Target sequence (Q9P0U3 419-644 limits assumed): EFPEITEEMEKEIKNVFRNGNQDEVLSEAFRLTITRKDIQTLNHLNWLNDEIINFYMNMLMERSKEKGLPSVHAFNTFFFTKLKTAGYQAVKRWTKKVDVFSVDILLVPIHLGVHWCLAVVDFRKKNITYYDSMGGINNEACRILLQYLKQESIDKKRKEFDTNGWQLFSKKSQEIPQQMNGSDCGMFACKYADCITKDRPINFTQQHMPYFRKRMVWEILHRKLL
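Material: hSENP1 catalytic domain, recombinant; medium: Tris pH 8 with BME, BSA, NP40 and catalase; compound: single concentration of 10 µM compound, 0.5% DMSO final; technique: FRET read of cyan and yellow fluorescence; timing: 50 min enzyme reaction, room temperature, light-protected; reagent: SFCypet-SUMO1-SFYpet substrate at 25 nM; control set: no-enzyme low, enzyme-DMSO high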
Apaf-1 inh: inhibitors of human Apaf-1 apoptosome; AID 489030; reconstituted apoptosome caspase-3 activity, DEVD-Rh110 fluorescence; 330,000 compounds, 0.71% hits; inhibition, % at 20 µM; O14727; active = inhibition of at least 40% at 20 µM;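 also: plate controls were DMSO wells for no effect and DEVD-CHO caspase inhibitor wells for full effect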
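Material: reconstituted apoptosome with Apaf-1, cytochrome c, caspase-9, procaspase-3, dATP / Buffer or medium: pH 7.5 Hepes buffer with CHAPS, BSA, DTT / Also added: cytochrome c with DEVD-Rh110 / Schedule: compound with Apaf-1, dATP, procaspase-3 30 min, then 50 min reaction, room temperature / Technique: rhodamine 110 fluorescence at Ex 480/Em 540 nm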
* = called active by the depositor; i = inactive. Random draw from the library; 3.6% or so of the library scored in one or more.

SMILES	SENP7 block	SENP8 block-1	SENP6 inh	SENP8 block-2	HKDC1 inh	PfG6PD inh	SENP1 FRET inh	Apaf-1 inh
CC(C)CNS(=O)(=O)c1ccc(CCC(=O)NCC2CCCO2)cc1 (stereo not drawn)	5	3	3	19	7	7	-1	3
O=C(O/N=C\c1ccc(N2CCCCC2)c([N+](=O)[O-])c1)c1cccc(Cl)c1	7	-1	1	59*	0	0	1	16
NC1=NS(=O)(=O)NC1c1cccc(F)c1 (stereo not drawn)	-7	-8	-5	6	-4	9	0	7
COC(=O)c1cc(C(=O)OCC(=O)N(C)c2ccccc2)cc([N+](=O)[O-])c1	2	9	-6	12	2	-1	1	1
CC(C)(C)c1ccccc1NC(=O)c1ccco1	0	0	-1	12	-13	-3	-1	-12
CC(C)c1cc(=O)n2[nH]c(SCc3ccc(Cl)cc3)nc2n1	8	-4	-12	7	4	-23	1	5
CCC(C)(C(=O)NC1CCCCC1)N(C(=O)Cc1cccs1)c1ccccc1 (stereo not drawn)	-3	-9	-20	23	-4	-5	-1	-1
Cc1ccc(-c2csc(N(Cc3ccco3)C(=O)c3cccs3)n2)cc1	-6	-5	-6	20	-1	11	-1	14
CCN(CC(=O)Nc1ccc(NC(C)=O)cc1)C(=O)c1c(-c2c(F)cccc2Cl)noc1C	-1	3	3	-2	6	-4	-1	9
CSc1nnc(-c2sc3cc(Cl)ccc3c2Cl)n1C	0	-8	-28	21	4	12	-2	22
COC(=O)c1ccccc1OCc1cccc(C)n1	-4	-6	-12	6	-7	-3	-2	2
CCn1c(=O)cc(SCC(=O)N2CCOCC2)c2ccccc21	0	5	9	-23	-3	1	0	-13
O=C(CCN1C(=O)/C(=C/C=C/c2ccccc2)SC1=S)Nc1cccnc1	2	-1	18	22	1	4	4	0
COc1ccc(CCNC(=O)C(=O)NCC2OCCN2S(=O)(=O)c2ccc(C)cc2)cc1OC (stereo not drawn)	-4	-1	9	-11	-4	-4	-2	6
CCOC(=O)C1=C(N)N(c2cc(S(=O)(=O)N3CCOCC3)ccc2Cl)C(=O)C1	4	2	-7	16	-8	11	3	6
Cc1ccc(-c2cc(C(=O)Nc3ccc(S(=O)(=O)N4CC(C)OC(C)C4)cc3)[nH]n2)c(O)c1 (stereo not drawn)	0	8	6	8	1	-16	-1	-10
Cc1cc(=O)[nH]c(Nc2ccccc2C)n1	-7	-8	-14	20	-5	-3	0	-2
CCOC(=O)c1oc2cc(OCC(N)=O)ccc2c(=O)c1-c1ccc(OC)c(OC)c1	0	-5	-6	12	-2	-3	1	-7
N#C/C(=C/c1ccc(O)c(O)c1)C(=O)NCc1ccc(Cl)cc1	-4	-13	-9	-46	-5	-12	-26	6
Fc1ccc(COc2ccc(/C=N/n3cnnc3)cc2)cc1	0	-4	-3	3	2	-26	5	15
COCCCNc1nc(N)c([N+](=O)[O-])c(Nc2ccccc2OC)n1	-3	-11	-11	30	2	-6	2	-6
CC(=O)c1c(C(C)=O)c(C)n(-c2nc(-c3ccc(Br)cc3)c(C)s2)c1C	-5	0	-12	5	1	-12	2	11
CCC(=O)NCCCOc1ccccc1	-1	-2	8	3	-11	18	3	-14
COC(=O)c1c(C)oc2c1cc(NS(=O)(=O)c1cccs1)c1ccccc12	5	0	12	11	13	4	1	11
NS(=O)(=O)c1ccc(CNC(=O)c2ccc3c(=O)n4c(nc3c2)CCC4)cc1	-5	-4	-3	-126	7	3	-1	-2
COc1ccc2c(c1)SC(C)CC2=O (stereo not drawn)	-3	-9	-21	-77	-3	-18	-1	2
C=CCn1c(-c2ccc(Cl)cc2)cnc1SC(C)C(N)=O (stereo not drawn)	3	-6	-11	4	-6	6	-1	-2
CS(=O)(=O)N1CCC(C(=O)Nc2ccc(F)cc2F)CC1	-2	-1	-11	18	-5	-4	2	-3
CCCC1(C(=O)OCC)NC(c2ccc(O)cc2)C2C(=O)N(c3ccc4c(c3)OCCO4)C(=O)C21 (stereo not drawn)	6	3	-9	18	-9	7	1	-27
COc1ccc(C(=O)c2ccc3oc(-c4ccc(OC)cc4)c(C#CCCO)c3c2)cc1	-2	10	-1	-175	0	2	0	-65

The list goes on; it opens with the four that closed the last part.
SMILES	SENP7 block	SENP8 block-1	SENP6 inh	SENP8 block-2	HKDC1 inh	PfG6PD inh	SENP1 FRET inh	Apaf-1 inh
C=CCn1c(-c2ccc(Cl)cc2)cnc1SC(C)C(N)=O (stereo not drawn)	3	-6	-11	4	-6	6	-1	-2
CS(=O)(=O)N1CCC(C(=O)Nc2ccc(F)cc2F)CC1	-2	-1	-11	18	-5	-4	2	-3
CCCC1(C(=O)OCC)NC(c2ccc(O)cc2)C2C(=O)N(c3ccc4c(c3)OCCO4)C(=O)C21 (stereo not drawn)	6	3	-9	18	-9	7	1	-27
COc1ccc(C(=O)c2ccc3oc(-c4ccc(OC)cc4)c(C#CCCO)c3c2)cc1	-2	10	-1	-175	0	2	0	-65
CC1(C)CN2C(=S)N(c3ccccc3)C(c3ccccc3)N2C1 (stereo not drawn)	4	3	0	22	-1	-7	0	0
COc1ccccc1CCC(=O)Nc1ccc(S(=O)(=O)Nc2nccs2)cc1	1	4	8	6	-4	-10	-2	2
CCOc1ccc(NC(=S)N(CCc2c(C)[nH]c3ccc(C)cc23)Cc2cccnc2)cc1	-4	-7	-6	9	0	9	-2	17
OC(c1cc(C(F)(F)F)nc2c(Cl)cc(Cl)cc12)C1CCCCN1 (stereo not drawn)	3	-2	-12	17	1	-20	1	8
Cc1ccc(C(C)NC(=O)c2ccncc2)c(C)c1 (stereo not drawn)	-4	1	18	12	-6	-7	0	-11
Oc1c(C(Nc2cccc(C(F)(F)F)c2)c2ccncc2)ccc2cccnc12 (stereo not drawn)	-5	-1	-7	27	-23	19	1	3
COc1ccc(CCNC(=O)C2CCN(S(=O)(=O)c3cccs3)CC2)cc1OC	-1	-1	-11	15	-1	-9	1	-5
COc1cc(C(=O)N2CCN(C)CC2)cc(OC)c1OC	-5	8	9	8	-6	-4	0	-1
CCOC(=O)c1c(C)[nH]c(C)c1C(=O)COC(=O)CCOc1ccccc1OC	-8	-9	-6	16	3	9	1	7
Cc1cc(OCc2cc3c(cc2Cl)OCO3)c2c(C)cc(=O)oc2c1	-3	4	11	-28	3	-21	0	-3
CCOC(=O)c1c(C)[nH]c(C(=O)COC(=O)C(C)N2C(=O)C3CCCCC3C2=O)c1C (stereo not drawn)	2	-2	-2	19	-6	-3	-1	9
CCOC(=O)c1c(C)nc2c(C#N)cnn2c1C	2	2	-29	-205	-2	-8	2	5
Cn1nc(C(=O)OCC(=O)Nc2ccc3ccccc3c2)c2ccccc2c1=O	4	3	7	-25	-1	3	0	6
Cc1ccc(-c2nn(-c3ccc(F)cc3)cc2C(=O)N(C)CC(=O)Nc2ccc(N3CCOCC3)cc2)cc1	11	-10	-11	12	-2	15	-2	34
O=C(c1cc(S(=O)(=O)N2CCCCC2)ccc1N1CCOCC1)N1CCN(Cc2ccccc2)CC1	-3	1	-17	7	-9	-6	3	-5
Cc1nn(Cc2c(F)c(F)c(F)c(F)c2F)c(C)c1NC(=O)c1ccnn1C	-1	3	15	7	1	-8	-1	15
O=C(Nc1n[nH]c(=S)s1)c1ccco1	5	-6	2	6	-3	60*	-1	9
O=C1CN(C(=O)c2cc([N+](=O)[O-])ccc2Cl)C(c2ccccc2)c2cc(F)ccc2N1 (stereo not drawn)	2	6	1	15	-6	-16	1	-2
O=C(Cc1ccc(Cl)cc1)NCC(=O)N1CCN(Cc2ccccc2)CC1	-10	4	10	6	-5	20	1	-6
CC1CCC/C(=N/Nc2nc3ccccc3s2)C1 (stereo not drawn)	54*	56*	43	-167	-8	26	-2	15

Reprinted from the results shown, 4 compounds:
SMILES	SENP7 block	SENP8 block-1	SENP6 inh	SENP8 block-2	HKDC1 inh	PfG6PD inh	SENP1 FRET inh	Apaf-1 inh
CCOC(=O)c1c(C)[nH]c(C(=O)COC(=O)C(C)N2C(=O)C3CCCCC3C2=O)c1C (stereo not drawn)	2	-2	-2	19	-6	-3	-1	9
CCOC(=O)c1c(C)nc2c(C#N)cnn2c1C	2	2	-29	-205	-2	-8	2	5
Cn1nc(C(=O)OCC(=O)Nc2ccc3ccccc3c2)c2ccccc2c1=O	4	3	7	-25	-1	3	0	6
Cc1ccc(-c2nn(-c3ccc(F)cc3)cc2C(=O)N(C)CC(=O)Nc2ccc(N3CCOCC3)cc2)cc1	11	-10	-11	12	-2	15	-2	34

Marked active in PfG6PD inh, among the entries above:
structure	SENP7 block	SENP6 inh	HKDC1 inh	PfG6PD inh	SENP1 FRET inh
O=C(Nc1n[nH]c(=S)s1)c1ccco1	5	2	-3	60*	-1

The list continues.
SMILES	SENP7 block	SENP8 block-1	SENP6 inh	SENP8 block-2	HKDC1 inh	PfG6PD inh	SENP1 FRET inh	Apaf-1 inh
O=C(c1cc(-c2cccs2)nc2ccccc12)N1CCN(c2ccccc2O)CC1	-9	-9	-5	-351	5	4	-2	17
CN(C)c1cccc(C(=O)OCc2cc(=O)oc3cc(O)ccc23)c1	1	-5	6	-465	5	-4	-18	-2
O=C(NC1CCCCC1)c1ccccc1NC(=O)C1CC(=O)N(c2ccc(Cl)cc2)C1 (stereo not drawn)	-4	-8	-10	-23	-13	-7	0	2
Nc1cc(Cl)ccc1C(=O)OCC(=O)NCc1cccs1	-2	5	11	i	0	8	1	-1
C=CCC(C#N)(c1ccc(OC)c(OC)c1)c1cnccn1 (stereo not drawn)	4	-4	1	11	-2	10	1	5
Cc1ccc(NC2SC(=O)N(Cc3cccc(C(=O)O)c3)C2=O)c(C)c1 (stereo not drawn)	-1	2	-24	23	-10	-11	1	6
O=C(Nc1ccc(F)cc1)N1CCOCC1	0	-9	-7	13	4	2	2	0
COc1ccc(N2CC(C(=O)Nc3nnc(C4CCCCC4)s3)CC2=O)cc1 (stereo not drawn)	1	1	5	6	-4	7	0	13
OCCN(CC#CCC(O)(c1ccccc1)C1CCCC1)CCO (stereo not drawn)	-1	1	-14	15	0	-12	-1	-12
COC(=O)C(C(=O)OC)=C(/C=C/C=C/N(C)C)N(C)C	5	3	-4	27	-5	-10	-44	-12
COc1ccc(C(=O)NCCS(=O)(=O)N2CCOCC2)cc1	-3	2	-6	9	-4	-7	3	3

Just SENP6 inh, HKDC1 inh and SENP8 block-2 (four entries from above):
Molecule	SENP6 inh	HKDC1 inh	SENP8 block-2
Cc1cc(=O)[nH]c(Nc2ccccc2C)n1	-14	-5	20
Cc1ccc(NC2SC(=O)N(Cc3cccc(C(=O)O)c3)C2=O)c(C)c1 (stereo not drawn)	-24	-10	23
COc1ccc(CCNC(=O)C2CCN(S(=O)(=O)c3cccs3)CC2)cc1OC	-11	-1	15
Oc1c(C(Nc2cccc(C(F)(F)F)c2)c2ccncc2)ccc2cccnc12 (stereo not drawn)	-7	-23	27
